Screening results as filed in PubChem BioAssay.
Epigenetic reg = Quantitative High-Throughput Screen for Regulators of Epigenetic Control; AID 1865, 2009; Potency, µM (top dose mostly 53.9 µM), for inactives: at the top dose GFP activation, most hits filed as activators; 0.2% of 280,000 active; murine LDR cells, GFP reporter derepression, 30 h; further: potency means the concentration at half of the fitted maximal effect; % of control where 0% means no effect; nearly all actives have a fitted effect of over 60% in size
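Derepression of a silenced CMV-GFP reporter in murine LDR cells is scored by enumerating GFP-positive cells with a laser-scanning microplate cytometer after 30 hours of treatment at 37 C.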
Lamin A splicing = qHTS Assay for Modulators of Lamin A Splicing; Potency, µM (series often up to 46.1 µM), inactives show top-dose ratio change, negative = inhibition, hits mostly inhibitors; 0.01% of 200,000 active; AID 1487, 2009; HeLa LMNA splicing GFP/RFP minigene ratio, 48 h; active means well fitted inhibition curve with a large enough effect in the signal ratio, with a control signal flat, not every such curve was filed as active; inconclusive means small, poorly fitted or top-dose-only effect, or effect the other way, or a change in a side signal; the % refers to the signal ratio; further: potency means the concentration at half of the fitted maximal effect; on the % scale 0 is the no-effect control and ±100 the full control effect
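Read-out is the ratio of GFP to DsRed2 object intensity, acquired by 488 nm laser-scanning cytometry on HeLa lamin A-EGFP minigene reporter cells. Compound incubation 48 hrs at 37 °C in Opti-MEM with 2% FBS; DMSO 0.5% final.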
HTT aggregate = qHTS Multiplex Assay to Identify Dual Action Probes in a Cell Model of Huntington: Aggregate Formation (GFP); PC12 HttQ103-GFP aggregates, Acumen cytometry, 40 h; Potency, µM (doses to about 46.1 µM), without a hit: at the top dose activity change, negative = inhibition, usual class: inhibitors; 1.1% of 220,000 active; AID 1688, 2009; further: potency means the concentration at half of the fitted maximal effect; on the % scale 0 is the no-effect control and ±100 the full control effect; nearly all actives have a fitted effect of over 60% in size
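Steps: seed 1500 PC12 HTTQ103-GFP cells/well; add tebufenozide, 100 nM final; add compound titration; add ATPLite reagent; quantify GFP aggregates by laser scanning cytometry.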
KinaseGlo FLuc = Counterscreen for Luciferase (Kinase-Glo TM) Inhibition; Potency, µM (titrated, usually from 38.3 µM), inactives show top-dose activity change, negative = inhibition, most hits filed as inhibitors; Luciferin 4-monooxygenase (Photuris pensylvanica), Q27757; Kinase-Glo luciferase, ATP luminescence, 8 min; 0.28% of 200,000 active; further: potency means the concentration at half of the fitted maximal effect; on the % scale 0 is the no-effect control and ±100 the full control effect; nearly all actives have a fitted effect of over 60% in size
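Recombinant Kinase-Glo luciferase, 10 uM ATP (linear range), luciferin; imidazole pH 7.2 / KCl / MgCl2 / Tween / BSA buffer; 8 min RT; luminescence.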
NPSR antagonist = qHTS Assay for Antagonists of the Neuropeptide S Receptor: cAMP Signal Transduction. CHO-NPSR cells, cAMP TR-FRET, antagonist mode. Potency, µM (highest dose often 38.3 µM), without a hit: at the highest dose activity change, negative = inhibition, actives largely listed as inhibitors. 1% of 220,000 active; further: potency means the concentration at half of the fitted maximal effect; on the % scale 0 is the no-effect control and ±100 the full control effect; nearly all actives have a fitted effect of over 50% in size; many of its hits are not listed in these tables
Target sequence (Q6W5P4 whole entry, looked up): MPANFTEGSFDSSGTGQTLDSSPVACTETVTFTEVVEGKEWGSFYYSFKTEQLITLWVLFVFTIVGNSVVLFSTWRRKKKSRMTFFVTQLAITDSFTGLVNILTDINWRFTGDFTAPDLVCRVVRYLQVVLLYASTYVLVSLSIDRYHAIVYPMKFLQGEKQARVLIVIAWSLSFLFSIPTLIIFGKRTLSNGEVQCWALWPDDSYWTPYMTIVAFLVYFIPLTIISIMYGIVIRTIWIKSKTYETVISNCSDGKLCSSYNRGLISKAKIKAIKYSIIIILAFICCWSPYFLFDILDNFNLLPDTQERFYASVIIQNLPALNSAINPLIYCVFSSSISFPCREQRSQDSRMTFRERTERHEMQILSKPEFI
CBFb-RUNX1 inh = qHTS Assay for Compounds Blocking the Interaction Between CBF-beta and RUNX1 for the Treatment of Acute Myeloid Leukemia. Runt-related transcription factor 1 (Homo sapiens) + Core-binding factor subunit beta …. AlphaScreen CBFb-His/RUNX1-biotin binding, biochemical. Potency, µM (top dose mostly 59.8 µM), inactives show at the highest dose activity, negative = inhibition, actives largely listed as inhibitors. 230,000 tested, under 10 active. AID 1477, 2009; further: % of control where 0% means no effect
Target sequence (Q01196 whole entry, looked up): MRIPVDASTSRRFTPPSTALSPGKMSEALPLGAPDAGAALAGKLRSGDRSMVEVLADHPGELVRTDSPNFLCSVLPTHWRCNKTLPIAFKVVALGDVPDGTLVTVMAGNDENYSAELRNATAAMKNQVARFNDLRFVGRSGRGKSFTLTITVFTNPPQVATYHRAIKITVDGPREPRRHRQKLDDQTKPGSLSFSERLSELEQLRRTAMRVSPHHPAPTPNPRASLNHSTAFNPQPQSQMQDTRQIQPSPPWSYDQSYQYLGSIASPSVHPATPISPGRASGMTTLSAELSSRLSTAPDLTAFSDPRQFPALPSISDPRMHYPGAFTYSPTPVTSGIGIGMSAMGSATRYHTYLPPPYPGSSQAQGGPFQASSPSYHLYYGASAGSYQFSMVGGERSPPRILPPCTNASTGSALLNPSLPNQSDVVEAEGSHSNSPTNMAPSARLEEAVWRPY
Target sequence (Q13951 whole entry, looked up): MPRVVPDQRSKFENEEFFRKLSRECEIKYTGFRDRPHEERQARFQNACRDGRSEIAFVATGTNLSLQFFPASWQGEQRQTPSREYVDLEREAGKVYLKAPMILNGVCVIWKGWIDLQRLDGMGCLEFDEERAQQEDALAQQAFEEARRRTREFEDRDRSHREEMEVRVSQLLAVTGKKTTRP
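AlphaScreen binding: CBFb-His and RUNX1-biotin (30 nM each) preincubated 20 min, compound added for 15 min, then nickel and streptavidin beads for 90 min, all at room temperature. Disruption of the interaction by any mechanism counts as activity.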
IMPase Li cell = qHTS Assay for Identifying the Cell-Membrane Permeable IMPase Inhibitors: Potentiation with Lithium; 0.35% of 210,000 active; Potency, µM (doses to about 59.4 µM), for inactives: at the highest dose activity, negative = IMPase inhibition, hits mostly inhibitors; CHO-M1 cells, IP1 TR-FRET (IP-One), carbachol + lithium;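 further: IP1 builds up when IMPase is blocked and the TR-FRET signal falls; potency means the concentration at half of the fitted maximal effect; plate controls were basal vehicle for no effect and high inhibitor control for full effect; nearly all actives have a fitted effect of over 50% in size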
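CHO cells stably expressing M1 receptor (2000/well) were cultured 16–30 h, then exposed to compounds with a small lithium addition for 30 min at 37C. IP1 was measured by TR-FRET competition; AC50 from Hill fits.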
Numbers without * were called inactive; ? = inconclusive; nt = not tested or not shown; & = joins results of further samples; [ ] = dose if it differs, or a comment. Unless noted, the call rests on the fitted dose curve; in most records, active means well fitted curve in the direction sought with a large enough effect; inconclusive means small, poorly fitted or top-dose-only effect, or another doubt; inactive means no such curve, though single readings can be large; an effect the other way counts as inactive or inconclusive.

molecule	Lamin A splicing	CBFb-RUNX1 inh	HTT aggregate	Epigenetic reg	IMPase Li cell	NPSR antagonist	KinaseGlo FLuc
CCOC(=O)CCNC(=O)N1CCCC(C(=O)c2ccc3c(c2)OCO3)C1 (configuration not stated)	nt	15%	10%[9.22 µM]	-1.2%	-2%	-12%	nt
O=C(CS(=O)CC(=O)N(c1ccccc1)C(C(=O)NC1CCCCC1)c1ccco1)Nc1ccc(F)cc1 (configuration not stated)	7%	7%	0%	-0.8%	3%	3%	0%
Cc1ccc(S(=O)(=O)NCCc2nnc3ccc(NCCCOC(C)C)nn23)cc1	nt	17%	-13%	0.2%	-13%	-8%	0%
CC(=O)N1CCc2cc(Br)cc(S(=O)(=O)CCC(=O)N3CCN(c4ccccn4)CC3)c21	nt	-4%	9%	-1.1%	-1%	0%	2%
COc1ccc(C(=O)O)cc1S(N)(=O)=O	-20%[46 µM]	16%	-6%	1.1%	2%	22%	0%
FC(F)(F)c1ccc(-c2nnc(-c3ccccn3)c(-c3ccccn3)n2)nc1	nt	-21%	0%[9.22 µM]	-4.5%	nt	-3%	nt
COC(=O)c1ccc(S(=O)(=O)NCc2ccc(S(N)(=O)=O)cc2)n1C	nt	-13%	11%[9.22 µM]	-1.3%	nt	-14%	nt
CCc1nc(SCC(=O)N2CCC(Cc3ccccc3)CC2)c2c(=O)n(C)c(=O)n(C)c2n1	-13%	0%	1%	-0.8%	-32%[38.3 µM]	-4%[46.1 µM]	2%
CCC(CC)n1[nH]c(=O)c2c(C)cc(C)nc21	1%	9%	-5%	0.0%	2%	-8%[46.1 µM]	-1%
NNC(=S)NC1CCS(=O)(=O)C1 (configuration not stated)	nt	14%	-30%[9.22 µM]	2.8%	nt	11%	nt
Cc1ccccc1NC(=O)NNC(=O)OC(C)(C)C	-8%[46 µM]	11%	-9%	1.1%	-1%	12%	2%
O=C1C2C3C=CC(C4CC34)C2C(=O)N1Cc1ccco1 (configuration not stated)	8%	-2%	12%	-1.8%	-2%	13%	0%

Taken from above:
`CCC(CC)n1[nH]c(=O)c2c(C)cc(C)nc21` @ Lamin A splicing: 1%
`COc1ccc(C(=O)O)cc1S(N)(=O)=O` @ Epigenetic reg: 1.1%

Further compounds:
molecule	Lamin A splicing	CBFb-RUNX1 inh	HTT aggregate	Epigenetic reg	IMPase Li cell	NPSR antagonist	KinaseGlo FLuc
CCOC(=O)C1CCCN(CC(O)COc2ccc(OC)cc2C(C)(C)C)C1 (configuration not stated)	5%	2%	-4%	-0.1%	4%[38.3 µM]	1%[46.1 µM]	1%
CCNC(=S)NNC(=O)c1cccn(Cc2ccc(Cl)cc2Cl)c1=O	9%	-17%	0%	-1.3%	-5%[38.3 µM]	-8%[46.1 µM]	-5%
N#Cc1ccsc1NC(=O)CN1CCN(c2ccc(O)cc2)CC1	?	-9%	0%	0.0%	5%	-4%	-2%
Cc1ccc(NC(=O)c2sc(Cl)nc2C)c(C)c1	12%	8%	-13%	-1.3%	-9%	3%	-2%
O=C(NC1CCCCC1)C(c1ccc2ncccc2c1)N(Cc1ccc(F)cc1)C(=O)c1cccs1 (configuration not stated)	-6%	3%	-12%	0.0%	59%[activator][38.3 µM]	?	2%
CCOC(=O)c1c(O)c2ccccc2n(-c2ccccc2)c1=O	0%	4%	-20%	0.0%	2%[38.3 µM]	-10%[46.1 µM]	-1%
Nn1c(SCc2ccc(F)cc2)nnc1-c1ccncc1	nt	4%	16%[9.22 µM]	0.0%	nt	53%	nt
COc1cc(OC)c(N(C)S(=O)(=O)c2cccc(C(=O)NC(C)C3CC4CCC3C4)c2)cc1Cl (configuration not stated)	nt	18%	-6%[9.22 µM]	-1.2%	nt	-30%	nt
CN1CCN(CC(=O)N/N=C\c2c[nH]c3ccccc23)CC1	-3%	-17%	3%	-1.9%	-5%	22%	3%
Cc1ccc(/C(=C\CN2CCCC2)c2ccccn2)cc1	?	?	18%	-0.2%&1.1%&-1.3%&2.1%	34%&18%&21%[activator]	?	-10%&2%
CCCCNC(=S)N/N=C/c1ccc(C#N)cc1	5%[46 µM]	1%	-16%	7.6%	5%	-42%	0%
CN(C)c1ccc(C(=O)NN2C(=O)c3ccccc3C2=O)cc1	nt	-10%	-17%	2.6%	6%	20%	nt
CCN(C(=O)CSc1cc(C)c2ccccc2n1)c1c(N)n(Cc2ccccc2)c(=O)[nH]c1=O	nt	0%	14%	-2.0%	4%	-5%	1%
O=C(c1ccco1)N1CCN(S(=O)(=O)c2ccc3c(c2)OCCO3)CC1	-21%	6%	-19%	1.0%	23%[38.3 µM]	-5%[46.1 µM]	0%
Cc1ccc(C(=O)O/N=C/c2c(C(F)(F)F)nn(C)c2Sc2ccc(Cl)cc2)cc1	-1%	3%	13µM*	2.2%	28%[38.3 µM]	-6%[46.1 µM]	-2%
O=C(Cn1c(=O)n(Cc2ccco2)c(=O)c2ccccc21)Nc1cccc(Cl)c1	?	13%	12%	-0.8%	42%[activator][38.3 µM]	-21%[46.1 µM]	2%
CCOC(=O)Cn1nc(-c2ccc(F)cc2)oc1=O	2%	-3%	11%	-0.2%	14%[38.3 µM]	-9%[46.1 µM]	-2%
CCC(C)C1NC(=O)C(CCNCS(=O)(=O)O)NC(=O)C(NC(=O)C(CCNCS(=O)(=O)O)NC(=O)C(NC(=O)C(CCNCS(=O)(=O)O)NC(=O)CCCCC(C)C)C(C)O)CCNC(=O)C(C(C)O)NC(=O)C(CCNCS(=O)(=O)O)NC(=O)C(CCNCS(=O)(=O)O)NC(=O)C(C(C)CC)NC1=O (configuration not stated)	-18%	1%	-26%	7.1%	-3%	nt	-3%
CC1CCCN(C(C(=O)NC2CCCCC2)c2cc3c(cc2[N+](=O)[O-])OCO3)C1 (configuration not stated)	-4%	-4%	9%	0.0%	-6%	?	-3%
O=C(Nc1ccccc1)C1=C[C@@H](c2ccc(Br)cc2)C[C@@H](OCCCCO)O1	nt	2%	1%[9.22 µM]	1.5%	15%	53%	nt
O=C1c2ccccc2C(Nc2ccc(S(=O)(=O)N3CCCCC3)cc2)N1c1ccccn1 (configuration not stated)	7%	-8%	5%	0.0%	7%	-9%[46.1 µM]	-1%
CCCNC(=O)/C(=C/c1cn(S(=O)(=O)N(C)C)c2ccccc12)NC(=O)c1ccc(OC)cc1	nt	-7%	-2%	1.3%	-6%	-51%	nt
O=C1CSC(=Nc2ccc(Cl)cc2)N1Cc1cccnc1	nt	7%	-7%[9.22 µM]	-1.6%	nt	-1%	nt
COCCCN(CC(=O)O)S(=O)(=O)c1ccccc1	-6%[46 µM]	2%	13%	-2.2%	-4%	5%	6%
COc1ccc(CN2C(=O)NC(C)(c3ccc(C)cc3)C2=O)cc1F (configuration not stated)	-16%[46 µM]	6%	12%	-2.6%	21%	-7%	0%
COc1ccc(CCNC(=O)CSc2nc(O)c(CC(C)C)c(=O)[nH]2)cc1OC	10%	-21%	2%	1.9%	-18%[38.3 µM]	-7%[46.1 µM]	-1%
CC(NC(=O)/C(C#N)=C/c1ccco1)c1ccccc1 (configuration not stated)	nt	1%	30%[9.22 µM]	-1.1%	nt	-8%	nt
CCc1ccc(C(=O)/C=C/c2ccc([N+](=O)[O-])o2)cc1	?	-21%	?	?	29%[38.3 µM]	?	-9%
O=S(=O)(N/N=C/c1ccc(N2CCOCC2)cc1)c1ccc(Br)cc1	nt	7%	-5%	-0.4%	3%	-21%	nt
Cc1ccccc1C(=O)Oc1ccc(-c2csnn2)cc1	nt	21%	3%[9.22 µM]	0.5%	nt	11%	nt
O=C(CN1CCN(CC(=O)Nc2ccccc2Cl)CC1)Nc1ccc2c(c1)OCCO2	2%	-4%	0%	0.0%	-1%[38.3 µM]	-15%[46.1 µM]	1%
CC(C)(C)OC(=O)C(Cc1ccc(OC(C)(C)C)cc1)NC(=O)CNC(=O)OCc1ccccc1 (configuration not stated)	?	2%	14%	-3.2%	-1%	-14%	2%
CCn1c(CCC(=O)Nc2nc3c(s2)CCCC3)nc2cc(S(=O)(=O)N(C)C)ccc21	-8%	-12%	?	0.9%	15%[38.3 µM]	-25%[46.1 µM]	0%
CCN(CC)C(=S)SCC(=O)Nc1nc(=O)c2ccccc2s1	?	6%	22%	18%	6%	4%	0%
CCN(CC)CC(=O)Nc1ccc(C)cc1Br	13%	9%	6%	-2.1%	25%[38.3 µM]	-4%[46.1 µM]	-2%
COc1ccc(NC(=O)c2cccnc2SC)cc1S(=O)(=O)N1CCCCC1	-4%	5%	-17%	-1.0%	5%	3%	-1%
Cc1nnc(SCC(=O)N2CC(=O)Nc3ccccc32)n1Cc1ccccc1	9%	-2%	-1%	0.1%	-6%[38.3 µM]	0%[46.1 µM]	-3%
COC(=O)CSc1cc(C)nc(NC(C)=O)n1	-4%	9%	-13%	0.0%	18%[38.3 µM]	-9%[46.1 µM]	3%
O=C(CCc1ccccc1)OCC(=O)c1ccc([N+](=O)[O-])cc1	nt	-11%	3%	2.8%	-5%	11%	0%
Cc1ccc(NC(=O)CN(c2ccccc2F)S(C)(=O)=O)cc1	1%	-3%	11%	-0.2%	8%[38.3 µM]	-8%[46.1 µM]	1%
COc1cc(/C=C/C(=O)O)cc(S(=O)(=O)Nc2ccccc2Oc2ccccc2)c1OC	nt	3%	-1%[9.22 µM]	2.1%	nt	1%	nt
c1ccc(-n2nnnc2-c2cccnc2)cc1	-2%[9.22 µM]	4%	2%	-1.1%	3%	7%	-2%

Some of the compounds tested. The share of hits here may be higher or lower than overall.
